# Source: PubChem BioAssay (several laboratories)
# PMI inhibition: human PMI inhibitors, high substrate, primary screen, biochemical, fluorescence intensity, high mannose 6-phosphate (AID 1220). recombinant PMI enzyme, coupled fluorescence intensity; higher % means a stronger effect. inhibition, % at 20 µM, or IC50 in µM where a hit was titrated. Mannose-6-phosphate isomerase (Homo sapiens). 190,000 compounds, 0.66% hits
# Ins promoter up: insulin promoter activators in MIN6 cells, imaging, high-content screening, mouse beta cells | MIN6 insulin promoter-GFP reporter; hits give high values | z-score at 5 µM | 190,000 compounds, 0.3% hits | AID 1625, 2009;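 active = z-score above 3 at 5 µM with at least 500 cells counted in the well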
# Yfh1-off respiration: enhancers of respiration in Yfh1-depleted yeast, dose response, Friedreich's ataxia, plus single-dose screen (AID 1465); 220,000 compounds, 0.074% hits; fold induction at 50 µM, or EC50 in µM where a hit was titrated; S. cerevisiae Yfh1-off respiration, WST-1 reduction, 72 h; higher fold induction means a stronger effect;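 active = fold induction of absorbance versus untreated yeast above a set limit, then at least 30% activation at any dose in follow-up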;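 note: activators that raise dye reduction in frataxin-depleted yeast; strong numbers were not always called active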
# WT yeast gro inh: growth inhibition of WT strain, primary screen, mitochondrial fusion inhibitor project, WT and mutant strains, chemical genetic; AID 1362, 2008; inhibition, % at 10 µM; mitochondrial fusion phenotypic screen; 190,000 compounds, 2.1% hits; in the data active = inhibition above about 58%; tested in S. cerevisiae
# b-catenin transl: modulators of beta-catenin nuclear translocation, primary screen, imaging, HeLa cells, immunofluorescence, high-content | nuclear translocation activity, % at 5 µM | 190,000 compounds, 0.3% hits;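 active = nuclear translocation activity above 50% at 5 µM, with a well cell count of 50 or more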;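 note: per-cell ratio of nuclear to cytoplasmic median beta-catenin stain intensity; plate controls were DMSO negative control for no effect and GSK-3 inhibitor IX positive control for full effect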
#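 assay system = human HeLa cells, endogenous beta-catenin | times = compound treatment 24 h, 37°C, 5% CO2 | detection = Anti-beta-catenin immunofluorescence on PFA-fixed, Triton-permeabilized cells, DAPI nuclei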
# human PMI inhibition: inhibitors of human PMI, primary screen, biochemical, fluorescence intensity, coupled assay (AID 1209). Mannose-6-phosphate isomerase (Homo sapiens). purified PMI enzyme, coupled fluorescence intensity; higher % means a stronger effect. inhibition, % at 20 µM; hits with a dose series show IC50 in µM. 190,000 compounds, 0.42% hits;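 note: plate controls were DMSO vehicle for no effect and wells lacking substrate for full effect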
# MT stabilizer: microtubule stabilizers in HeLa cells, primary screen, imaging, high-content imaging; HeLa tubulin immunostaining HCS, 24 h; share of cells brighter than vehicle mean+2SD; % tubulin-high responders, % at 10 µM; 200,000 compounds, 0.83% hits;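 active = plate Z-score above 3 for both tubulin-high and condensed-nucleus cell shares, with cell loss under 80%, at 10 µM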;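 note: anti alpha tubulin signal scored within the nucleus-defined area of each cell; some results filed as inactive read as strong as hits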
# Dynein cargo inh: inhibitors of GR-EGFP nuclear translocation, primary screen, dynein cargo transport inhibitor project, imaging, high-content, 3617.4 mouse cells; 220,000 compounds, 0.47% hits; test concentration mostly 20 µM; stimulated with dexamethasone, 1 µM; hits give low values; z-score, hits read low;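 active = plate z-score of nuclear minus cytoplasmic receptor signal below a set negative limit, without overly bright fluorescence or cell loss, cut at about -3.5 in these data, passing the limit was not always enough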;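 note: z-score of nuclear minus cytoplasmic ring GR-EGFP intensity difference per well; some compounds called inactive have numbers as strong as hits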
#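 Buffer or medium: tet-free medium with charcoal-stripped serum / Also added: dexamethasone agonist, 1.0 µM final, for 30 min / Timing: induction 48 h, compound 1 h, agonist 30 min / Measured by: high-content fluorescence imaging after fixation / Read-out: nuclear-to-cytoplasmic GR-EGFP distribution per well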
# Autophagy mod: autophagy modulators in MEF cells, primary screen, imaging, high-content, MEF GFP-LC3; calls only at 10 µM (by protocol); MEF GFP-LC3 puncta imaging; test concentration mostly 10 µM; 190,000 compounds, 0.98% hits;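 active = percentage of spot-positive cells more than 3 SD above its plate mean, without a fluorescence outlier flag or 80% toxicity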;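 note: spot-positive cell cutoff set from DMSO-treated cells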
# WT yeast gro inh mutant strain: also measured in WT yeast gro inh; calls as there; inhibition, %; mitochondrial fusion phenotypic screen, mutant strain inhibition
# Dynein cargo inh cytoplasmic EGFP: second read-out of Dynein cargo inh, no call of its own (marks repeat the call); z-score; measured here: cytoplasmic GR-EGFP intensity; hits give high values
# Dynein cargo inh nuclear GR-EGFP: also measured in Dynein cargo inh; calls as there; z-score; measured here: nuclear GR-EGFP intensity;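 lower value marks the stronger effect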
# Dynein cargo inh cell count: recorded beside Dynein cargo inh, whose call it bears; z-score; measured here: cell count per field
# Ins promoter up cell count: recorded beside Ins promoter up, whose call it bears; cell count; measured here: cytotoxicity, nuclei count;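 total cells summed across four imaged fields per well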
# b-catenin transl cell count 5 µM: further read-out of b-catenin transl, marked with its call; cell count; measured here: cell count, cytotoxicity flag
# MT stabilizer Hoechst-high %: recorded beside MT stabilizer, whose call it bears; % Hoechst-high responders; measured here: nuclear condensation Hoechst responders;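 share of cells brighter than vehicle mean plus two SD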
# MT stabilizer cytotoxicity %: also measured in MT stabilizer; calls as there; toxicity, %; measured here: cytotoxicity by cell density;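 0% = mean cell density of plate MIN control wells and 100% = no cells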
# Autophagy mod cell loss 18 h: second read-out of Autophagy mod, no call of its own (marks repeat the call); toxicity, %; measured here: cell loss, nuclei count;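 cell loss after 18 h compound exposure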
# Active calls of the source: *; i = inactive; . = no result given; + = active, no number. Cut-off read from the data, not from the text of the source, unless noted: active = inhibition above about 50%; inactive = the rest. Hits appear at their usual frequency. Share with any hit: about 5%.
SMILES,PMI inhibition,Ins promoter up,Ins promoter up cell count,Yfh1-off respiration,WT yeast gro inh,WT yeast gro inh mutant strain,b-catenin transl,b-catenin transl cell count 5 µM,human PMI inhibition,MT stabilizer,MT stabilizer Hoechst-high %,MT stabilizer cytotoxicity %,Dynein cargo inh,Dynein cargo inh cytoplasmic EGFP,Dynein cargo inh nuclear GR-EGFP,Dynein cargo inh cell count,Autophagy mod,Autophagy mod cell loss 18 h
CCN(CC)S(=O)(=O)N1CCC(C(=O)NCc2ccco2)CC1,-6%,-0.05,1290,i,-3,1,-1.0,1082,-6%,3.7,1.2,0.1,0.0077,-0.31,0.22,-0.19,i,-7
COC(=O)c1ccc(NC(=O)COc2ccc(S(=O)(=O)N3CCCCC3)cc2)cc1,3%,.,.,i,-7,13,.,.,5%,2.7,2.9,6.3,-0.0065,-0.17,-0.17,1,i,-5
Cc1cc(C)nc(N(C#N)Cc2cccc3ccccc23)n1,5%,1.6,1213,i,10,-3,.,.,15%,1.1,1.5,5.2,-0.55,-0.19,-0.078,1,i,4
O=C(NCCc1c[nH]c2ccccc12)/C(=C/c1cccnc1)NC(=O)c1ccccc1,4%,-0.29,1231,i,-13,2,.,.,3%,2.2,1.8,7.0,-0.19,-0.2,0.081,-0.31,i,0
COc1ccc2oc(=O)c(-c3ccccc3C(=O)N3CCOCC3)cc2c1,24%,0.41,1371,i,-3,0,-2.9,919,1%,2.3,2.5,2.7,-0.23,-0.32,-0.25,0.4,i,-11
C=C(C)C(=O)N1CC2(CC(c3cccc(NC(=O)CC)c3)=NO2)C[C@H]1C(N)=O (stereo partly specified),.,1.4,888,i,.,.,-0.6,1096,.,.,.,.,0.46,-0.71,0.36,-0.24,.,.
CC1CCCCN1c1nnc(NC(=O)c2cc(-c3ccc(Br)cc3)on2)s1 (stereo unspecified),21%,-0.7,1787,i,68*,41*,-0.3,1089,6%,6.8,0.9,5.2,0.55,-0.29,0.28,0.43,.,.
Cc1ccc(NC(=O)CN(C)C(=O)/C=C/c2cccc(F)c2)cc1,0%,-1.8,849,i,13,1,1.0,1096,-9%,2.5,1.4,4.6,-1.2,-0.26,-0.56,0.96,i,1
CCCn1c(SCC(=O)N2CCCCC2)nnc1-c1ccccn1,-7%,-0.46,1268,i,-7,-14,0.2,1179,-5%,2.4,2.5,1.1,-0.68,-0.17,-0.3,0.72,i,-10
O=C(CN1N=C(c2ccccc2)CCC1=O)NCc1ccco1,10%,0.82,1362,i,-12,11,0.7,1067,16%,2.9,3.5,8.6,0.53,-0.21,0.3,-0.93,i,-3
O=C(CCC1CCCN(c2ncccn2)C1)NCc1ccccc1F (stereo unspecified),12%,1.9,1449,i,-1,0,-0.3,1130,7%,2.2,2.5,5.9,0.17,-0.28,0.023,0.42,i,-12
Cc1cccc(C)c1OCC(O)CN (stereo unspecified),0%,-0.3,1110,i,10,6,-16,1000,-2%,3.7,1.8,2.5,0.5,-0.31,0.074,0.41,i,5
CCS(=O)(=O)c1nnnn1-c1ccccc1S(C)(=O)=O,1%,1.2,950,i,11,6,-4.7,1134,8%,4.2,1.8,2.8,-1.4,0.29,-0.54,-0.18,i,-4
COc1ccc(N2CCN(c3nc4ccccc4n3CC(=O)c3ccccc3)CC2)cc1,6%,0.61,1262,i,16,11,-2.7,1143,-5%,2.6,1.5,5.2,0.67,-0.13,1.1,-0.75,i,18
COc1ccc(C2=NOC(C(=O)Nc3cccnc3Cl)C2)cc1 (stereo unspecified),-13%,-0.24,1626,i,-3,-2,0.2,1001,-14%,1.6,0.9,3.2,0.51,-0.22,0.82,-0.013,+,10*
CC(C)(C)C(=O)CSc1nnc(Nc2ccccc2)s1,-3%,-0.34,1290,i,3,4,-0.1,1198,40%,2.6,1.5,4.6,-1,-0.23,-0.43,0.98,i,10
CCN(c1cccc(C)c1)S(=O)(=O)c1ccc2c(c1)CCN2C(C)=O,5%,-0.29,1133,i,-31,-25,2.5,1430,8%,3.8,2.3,1.6,-0.88,-0.25,-0.53,1.1,i,14
Cc1ccc(C(=O)O/N=C(\c2ccccc2)c2ccncc2)cc1,-3%,.,.,.,-19,-1,0.1,611,-2%,3.1,2.7,2.4,0.26,-0.29,0.16,0.24,i,10
O=C(Cn1cc(C(=O)C(F)(F)F)c2ccccc21)NCc1ccco1,-3%,-0.09,1209,i,-2,0,1.3,1078,3%,4.9,1.3,8.2,-0.1,0.092,-0.025,0.62,i,-29
CC1(C)CC(=O)/C(=C(\O)c2ccccc2)C(=NCCO)C1,0%,-0.61,1579,i,9,5,-0.3,1351,-1%,1.6,1.3,5.8,-0.082,-0.22,-0.17,0.37,i,7
Cc1cc2nc(C)n(CCCNC(=O)Nc3ccc(F)cc3)c2cc1C,12%,-0.18,815,i,0,4,-0.1,1170,19%,0.7,0.9,7.3,0.097,-0.22,-0.028,0.43,i,-4
COc1ccc(NC(=O)c2cc(F)c(F)cc2Cl)cc1Cl,.,0.48,1393,i,.,.,-0.2,1333,.,.,.,.,0.77,-0.22,0.14,-0.55,.,.
Cc1cccc(OCC(=O)N(Cc2cccs2)C2CCS(=O)(=O)C2)c1 (stereo unspecified),2%,-0.53,1287,i,-6,14,-2.4,807,5%,4.2,1.4,6.6,-0.99,-0.29,-0.2,0.77,i,11
Cc1cc(C)n2ncc(/C(N)=N/OC(=O)Nc3ccccc3)c2n1,.,-0.51,1253,i,.,.,-0.2,1361,.,.,.,.,-0.46,-0.12,-0.55,1.6,.,.
Cc1ccccc1NC(=O)CCC(=O)N/N=C/c1c[nH]c2ccccc12,1%,.,.,i,2,-4,0.3,560,-2%,1.6,1.5,5.4,-0.25,-0.24,-0.01,0.41,i,9
Cc1nc(NC(=S)NC(=O)c2ccccc2)sc1C,.,0.23,1066,i,.,.,1.5,1229,.,.,.,.,1,-0.28,0.44,-0.47,.,.

# Part of the list above in order of length of the SMILES, ascending.
SMILES,PMI inhibition,Ins promoter up,Ins promoter up cell count,Yfh1-off respiration,WT yeast gro inh,WT yeast gro inh mutant strain,b-catenin transl,b-catenin transl cell count 5 µM,human PMI inhibition,MT stabilizer,MT stabilizer Hoechst-high %,MT stabilizer cytotoxicity %,Dynein cargo inh,Dynein cargo inh cytoplasmic EGFP,Dynein cargo inh nuclear GR-EGFP,Dynein cargo inh cell count,Autophagy mod,Autophagy mod cell loss 18 h
Cc1nc(NC(=S)NC(=O)c2ccccc2)sc1C,.,0.23,1066,i,.,.,1.5,1229,.,.,.,.,1,-0.28,0.44,-0.47,.,.
COC(=O)c1ccc(NC(=O)COc2ccc(S(=O)(=O)N3CCCCC3)cc2)cc1,3%,.,.,i,-7,13,.,.,5%,2.7,2.9,6.3,-0.0065,-0.17,-0.17,1,i,-5
O=C(NCCc1c[nH]c2ccccc12)/C(=C/c1cccnc1)NC(=O)c1ccccc1,4%,-0.29,1231,i,-13,2,.,.,3%,2.2,1.8,7.0,-0.19,-0.2,0.081,-0.31,i,0

# Profiles as entered above:
# Cc1cc(C)nc(N(C#N)Cc2cccc3ccccc23)n1 as listed: PMI inhibition = 5%; Ins promoter up = 1.6; Ins promoter up cell count = 1213; Yfh1-off respiration = i; WT yeast gro inh = 10; WT yeast gro inh mutant strain = -3; b-catenin transl = .; b-catenin transl cell count 5 µM = .; human PMI inhibition = 15%; MT stabilizer = 1.1; MT stabilizer Hoechst-high % = 1.5; MT stabilizer cytotoxicity % = 5.2; Dynein cargo inh = -0.55; Dynein cargo inh cytoplasmic EGFP = -0.19; Dynein cargo inh nuclear GR-EGFP = -0.078; Dynein cargo inh cell count = 1; Autophagy mod = i; Autophagy mod cell loss 18 h = 4
# O=C(CN1N=C(c2ccccc2)CCC1=O)NCc1ccco1 as listed: PMI inhibition = 10%; Ins promoter up = 0.82; Ins promoter up cell count = 1362; Yfh1-off respiration = i; WT yeast gro inh = -12; WT yeast gro inh mutant strain = 11; b-catenin transl = 0.7; b-catenin transl cell count 5 µM = 1067; human PMI inhibition = 16%; MT stabilizer = 2.9; MT stabilizer Hoechst-high % = 3.5; MT stabilizer cytotoxicity % = 8.6; Dynein cargo inh = 0.53; Dynein cargo inh cytoplasmic EGFP = -0.21; Dynein cargo inh nuclear GR-EGFP = 0.3; Dynein cargo inh cell count = -0.93; Autophagy mod = i; Autophagy mod cell loss 18 h = -3

# Part of the list above, with values under each structure:
# Order of results: PMI inhibition	Ins promoter up	Ins promoter up cell count	Yfh1-off respiration	WT yeast gro inh	WT yeast gro inh mutant strain	b-catenin transl	b-catenin transl cell count 5 µM	human PMI inhibition	MT stabilizer	MT stabilizer Hoechst-high %	MT stabilizer cytotoxicity %	Dynein cargo inh	Dynein cargo inh cytoplasmic EGFP	Dynein cargo inh nuclear GR-EGFP	Dynein cargo inh cell count	Autophagy mod	Autophagy mod cell loss 18 h
CC1(C)CC(=O)/C(=C(\O)c2ccccc2)C(=NCCO)C1
 : 0%	-0.61	1579	i	9	5	-0.3	1351	-1%	1.6	1.3	5.8	-0.082	-0.22	-0.17	0.37	i	7
Cc1cc2nc(C)n(CCCNC(=O)Nc3ccc(F)cc3)c2cc1C
 : 12%	-0.18	815	i	0	4	-0.1	1170	19%	0.7	0.9	7.3	0.097	-0.22	-0.028	0.43	i	-4
